PI5P4Ka inh – inhibitors of human PI5P4K alpha | PI5P4Kalpha enzyme, ADP-Glo luminescence, 60 min; active compounds read low | max response, % | 330,000 tested, 1.2% active; active means max response of -50% or lower; inconclusive means between -30% and -50%; inactive means -30% or higher; further: value at the top dose of about 77 µM; on the % scale 0 is the no-effect control and ±100 the full control effect
Target sequence (P48426 whole entry, looked up): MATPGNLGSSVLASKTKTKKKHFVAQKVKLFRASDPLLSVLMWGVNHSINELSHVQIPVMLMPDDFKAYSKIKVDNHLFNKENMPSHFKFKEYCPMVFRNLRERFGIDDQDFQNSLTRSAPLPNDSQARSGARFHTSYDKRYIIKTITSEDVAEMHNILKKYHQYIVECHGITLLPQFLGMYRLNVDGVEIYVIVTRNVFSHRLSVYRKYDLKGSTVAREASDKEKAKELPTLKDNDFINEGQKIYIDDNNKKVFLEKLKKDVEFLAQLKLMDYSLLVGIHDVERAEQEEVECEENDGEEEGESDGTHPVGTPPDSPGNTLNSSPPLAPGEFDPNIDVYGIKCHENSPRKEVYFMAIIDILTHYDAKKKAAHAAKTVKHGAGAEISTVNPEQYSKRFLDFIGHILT
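Single end-point luminescence (ADP-Glo) quantified ADP from PI5P4Kalpha turnover; ATP 5 microM final, 1 h at RT, 0.1% CHAPS and 0.28 mM EGTA in HEPES pH 7.4.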
GLP1R cytotox – cytotoxicity in counter-screen for GLP-1R inverse agonists; Potency, µM (highest dose often 38.3 µM), for the others: at the top dose activity change, negative = inhibition, usual class: inhibitors; 410,000 tested, 0.13% active; HEK293 cAMP-luciferase reporter cells, luminescence, 24 h;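 further: loss of luciferase light is scored as toxicity; potency means the concentration at half of the fitted maximal effect; on the % scale 0 is the no-effect control and ±100 the full control effect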
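Luminescence readout: signal drop marks cytotoxicity. Plated cells grew 12 h at 37 °C, 5% CO2, received 23 nL compound for 24 h, then got luciferase reagent, read after 12 min at RT.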
EPAC1 agonist – EPAC1 (human) agonism; EPAC1 agonist qHTS, biochemical assay; response scale: 100% = response to 6.5 mM cAMP; Potency, µM (titrated, usually from 154 µM), inactives show at the top dose activation, hits mostly activators; 360,000 tested, 0.073% active; further: potency means the concentration at half of the fitted maximal effect; nearly all actives have a fitted effect of over 60% in size
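Normalized to 6.5 mM cAMP, activity reflects EPAC1-catalysed release of BODIPY-GDP from Rap1B, followed kinetically over 30 min at 480 nm excitation, 540 nm emission. Reaction contained 100 nM EPAC1, 250 nM Rap1B-BODIPY-GDP, 50 uM GDP.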
EPAC1 antagonist – EPAC1 (human) antagonism | EPAC1 GEF assay, Rap1b-BODIPY-GDP exchange fluorescence | O95398 | Potency, µM (series often up to 115 µM), for inactives: at the highest dose activity change, negative = inhibition, actives largely listed as inhibitors | 360,000 tested, 0.14% active;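 further: potency means the concentration at half of the fitted maximal effect; plate controls were vehicle for no effect and positive control for full effect; nearly all actives have a fitted effect of over 50% in size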
IL-2 act – activators of IL-2; IL-2 activation reporter assay, cell-based qHTS; stimulated with anti-CD3/CD4/CD28 beads; in transgenic mouse T cells; AID 652025; activation, % (series mostly up to about 46 µM); 360,000 tested, 0.065% active; in the data active means activation above about 50%; inconclusive means mostly about 30% to 49%; further: 0% is about no effect
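Readout: EGFP and DsRed signals by fluorescent plate cytometry. Unstimulated transgenic mouse T cells received compound 60 min before antibody-bead stimulation, then incubated 18 h at 37 degrees C.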
PLK1 PBD inh – inhibitors of human PLK1 polo-box domain binding; Plk1 PBD binding of FITC phosphopeptide, fluorescence polarization; 360,000 tested, 2.8% active; AID 720504; Potency, µM, for inactives: max response, negative = inhibition, most hits filed as inhibitors; P53350; further: potency means the concentration at half of the fitted maximal effect; series mostly up to about 57 µM; on the % scale 0 is the no-effect control and ±100 the full control effect; nearly all actives have a fitted effect of over 65% in size
PTHR1 agonist – agonists of human PTHR1 parathyroid hormone receptor; HEK293 GP2 PTHR1 cells, GloSensor cAMP luminescence, 1 h; Potency, µM (titrated, usually from 115 µM), inactives show at the highest dose activation, most hits filed as activators; 410,000 tested, 0.075% active; further: potency means the concentration at half of the fitted maximal effect; nearly all actives have a fitted effect of over 55% in size; some results filed as inactive show a strong effect at the top dose; inactives centre near -15; many of its hits are not listed in these tables
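HEK-293-derived GP2 cells expressing PTHR1 and a GloSensor cAMP reporter, 3,000/well, plated overnight, given luciferin plus IBMX (each 0.5 mM as added) for 1 h at 37 °C, then compound for 1 h at 37 °C. Luminescence was read after 15 min at room temperature.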
GLP1R ag – GLP-1 receptor (human) agonism; Potency, µM (series often up to 45.6 µM), without a hit: top-dose activation, most hits filed as activators; HEK293 GLP-1R CRE-luciferase, luminescence, 4-6 h; cells express a hypersensitive GLP-1R form; P43220; 380,000 tested, 0.007% active; further: potency means the concentration at half of the fitted maximal effect; % of control where 0% means no effect
Target sequence (P43220 whole entry, looked up): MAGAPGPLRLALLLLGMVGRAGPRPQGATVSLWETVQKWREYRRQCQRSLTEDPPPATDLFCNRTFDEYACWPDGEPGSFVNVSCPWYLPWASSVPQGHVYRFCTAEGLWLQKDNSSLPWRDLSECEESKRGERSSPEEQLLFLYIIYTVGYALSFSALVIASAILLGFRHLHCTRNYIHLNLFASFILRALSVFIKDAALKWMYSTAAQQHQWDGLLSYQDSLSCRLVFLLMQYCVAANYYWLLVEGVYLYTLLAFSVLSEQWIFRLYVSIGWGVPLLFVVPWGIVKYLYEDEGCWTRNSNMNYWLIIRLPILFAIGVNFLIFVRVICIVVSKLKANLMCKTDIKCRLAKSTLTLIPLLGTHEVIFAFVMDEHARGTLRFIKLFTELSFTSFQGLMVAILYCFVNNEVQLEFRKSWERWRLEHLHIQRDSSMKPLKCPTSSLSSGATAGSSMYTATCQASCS
GLP1R inv ag – inverse agonists of human GLP-1 receptor; HEK293 GLP-1R CRE-luciferase, luminescence, 24 h; GLP-1R form is constitutively active; Potency, µM (top dose mostly 38.3 µM), for inactives: at the top dose activity change, negative = inhibition, usual class: inhibitors; 410,000 tested, 1.6% active; further: potency means the concentration at half of the fitted maximal effect; on the % scale 0 is the no-effect control and ±100 the full control effect; nearly all actives have a fitted effect of over 55% in size
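Cells are plated, allowed 12 hours at 37 deg C, then treated with compounds for 24 hr before luciferase detection reagent is added and luminescence is read after 12 min at room temperature. The HEK293 line carries constitutively active GLP-1R with a cAMP-responsive reporter.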
* hit, by the source's call; i = inactive; ? = inconclusive; . = no result given; & = joins results of further samples; [ ] = dose if it differs, or a comment. Unless noted, the call rests on the fitted dose curve; in most records, active means well fitted curve in the direction sought with a large enough effect; inconclusive means small, poorly fitted or top-dose-only effect, or another doubt; inactive means no such curve, though single readings can be large; an effect the other way counts as inactive or inconclusive.

Results follow in this order: PI5P4Ka inh	GLP1R cytotox	EPAC1 agonist	EPAC1 antagonist	IL-2 act	PLK1 PBD inh	PTHR1 agonist	GLP1R ag	GLP1R inv ag
- CCOc1ccc(C(C(=O)NC2CCCC2)N(C(=O)c2snc(C(N)=O)c2N)C2CCCC2)cc1 (stereo not given)
→ 3	3%	12%	?	-3.5	-16%	i	6%	?
- CC(C(=O)NCc1ccccn1)c1ccc([N+](=O)[O-])cc1 (stereo not given)
→ 2	-5%	1%	-21%	-1.0	-17%	-14%	12%	9%
- CCOc1ccc(OCCCCNC(C)(C)C)cc1
→ 2	-13%	9%	-6%	-1.0	-15%	-10%	1%	-27%
- COc1ccc(NC(=O)N2c3ccccc3CC2C)cc1OC (stereo not given)
→ 8	0%	6%	5%	1.0	1%	-32%[inhibitor]	21%	0%
- CN(C)S(=O)(=O)N(CC(=O)N1CCN(c2ccccc2F)CC1)c1ccccc1
→ -2	-3%	-13%	3%	0.9	-28%	-7%	4%	-15%
- CCn1cc(C(=O)O)c(=O)c2cc(F)c(N3CCN(C(=S)Nc4ccc(OC)cc4)CC3)cc21
→ 2	8%	5%	2%	2.7	2%	i	-2%	24%
- CCOc1ccc(NC(=O)Nc2cccnc2)cc1
→ 3	?	-1%	1%	-2.3	4%	-1%	5%	-28%
- CN(C)C(=O)CCC(=O)N(C)CC1CCCN(CCc2ccc(F)cc2)C1 (stereo not given)
→ 4	2%	7%	14%	0.4	-5%	-17%	-4%	5%
- O=C(/C=C/c1ccc(Cl)cc1Cl)NCCN1CCOCC1
→ 1	17%	8%	6%	-0.5	-13%	i	1%	-12%
- O=C(c1ccc(S(=O)(=O)N2CCCCCC2)cc1)N1CCC(CN2C(=O)c3cccc4cccc(c34)C2=O)CC1
→ 3	-15%	0%	0%	0.7	1%	-25%[57.5 µM]	-2%	?

(continued)
Results follow in this order: PI5P4Ka inh	GLP1R cytotox	EPAC1 agonist	EPAC1 antagonist	IL-2 act	PLK1 PBD inh	PTHR1 agonist	GLP1R ag	GLP1R inv ag
- O=C(COC(=O)/C=C/c1ccccc1Cl)NC(=O)NC1CCCC1
→ -4	-1%	-27%	-20%	-0.6	-7%	-17%	-1%	-30%
- CN1C(C(=O)NCc2ccco2)CC2Cn3c(nc4cc5ccccc5cc43)C21 (stereo not given)
→ -5	4%	2%	2%	2.2	-11%	-24%	7%	18%
- O=C(c1ccccc1)N1CCN(C2CCCCCC2)CC1
→ -5	21%	-1%	-5%	-2.3	-1%	-21%	-16%	-24%
- C=Cc1cccc(NC(=O)c2ccc(NC(=O)c3ccco3)cc2)c1
→ -1	-28%	6%	10%	-0.5	-5%	-3%	4%	?
- CCN(CC)S(=O)(=O)c1ccc(Cl)c(NC(=O)COc2ccc3c(C)cc(=O)oc3c2)c1
→ -2	7%	8%	-6%	-3.3	-9%	i	-3%	10%
- COc1ccc(-c2csc(NC(=O)COC(=O)c3ccco3)n2)cc1
→ -7	-9%	-3%	-17%	-2.9	1%	-20%	3%	2%
- CCCOc1ccc(CN(CCC#N)C(=S)NC(=O)c2ccccc2)cc1
→ 5	?	-1%	-13%	0.4	-4%	-20%	-11%	?
- COc1ccc(Cl)cc1C(=O)NNC(=O)c1nc2nc(C)cc(C)n2n1
→ 2	-3%	10%	8%	0.4	-6%	i	6%	8%
- Cc1ccc(NC2C(=O)NC(=O)NC2=O)cc1
→ 1	-2%	-7%	79µM*	1.6	-26%	?	1%	2%
- CN(C)C(=O)COC(=O)c1ccccc1Nc1ccc(SC(F)F)cc1
→ 16	4%	-2%	-22%	-4.5	1%	i	-7%	?

Filtered by structure, those above containing sulfur
Results follow in this order: PI5P4Ka inh	GLP1R cytotox	EPAC1 agonist	EPAC1 antagonist	IL-2 act	PLK1 PBD inh	PTHR1 agonist	GLP1R ag	GLP1R inv ag
- CCOc1ccc(C(C(=O)NC2CCCC2)N(C(=O)c2snc(C(N)=O)c2N)C2CCCC2)cc1 (stereo not given)
→ 3	3%	12%	?	-3.5	-16%	i	6%	?
- CN(C)S(=O)(=O)N(CC(=O)N1CCN(c2ccccc2F)CC1)c1ccccc1
→ -2	-3%	-13%	3%	0.9	-28%	-7%	4%	-15%
- CCn1cc(C(=O)O)c(=O)c2cc(F)c(N3CCN(C(=S)Nc4ccc(OC)cc4)CC3)cc21
→ 2	8%	5%	2%	2.7	2%	i	-2%	24%
- O=C(c1ccc(S(=O)(=O)N2CCCCCC2)cc1)N1CCC(CN2C(=O)c3cccc4cccc(c34)C2=O)CC1
→ 3	-15%	0%	0%	0.7	1%	-25%[57.5 µM]	-2%	?
- CCN(CC)S(=O)(=O)c1ccc(Cl)c(NC(=O)COc2ccc3c(C)cc(=O)oc3c2)c1
→ -2	7%	8%	-6%	-3.3	-9%	i	-3%	10%
- COc1ccc(-c2csc(NC(=O)COC(=O)c3ccco3)n2)cc1
→ -7	-9%	-3%	-17%	-2.9	1%	-20%	3%	2%
- CCCOc1ccc(CN(CCC#N)C(=S)NC(=O)c2ccccc2)cc1
→ 5	?	-1%	-13%	0.4	-4%	-20%	-11%	?
- CN(C)C(=O)COC(=O)c1ccccc1Nc1ccc(SC(F)F)cc1
→ 16	4%	-2%	-22%	-4.5	1%	i	-7%	?

Later entries:
Results follow in this order: PI5P4Ka inh	GLP1R cytotox	EPAC1 agonist	EPAC1 antagonist	IL-2 act	PLK1 PBD inh	PTHR1 agonist	GLP1R ag	GLP1R inv ag
- COc1ccc(C(C)=O)cc1COC(=O)c1ccc(C)c(S(=O)(=O)N2CCOCC2)c1
→ 3	-6%	-4%	11%	-4.5	-19%	i	?	122%[activator]
- COc1ccc(CC(=O)NNC2=Nc3cccc4cccc2c34)cc1OC
→ -2	-4%	5%	-1%	1.8	5%	i	7%	-23%
- Cc1ccc2c(c1)N(Cc1ccc([N+](=O)[O-])cc1)C=NS2(=O)=O
→ -4	-3%	7%	-1%	0.1	-6%	0%	18%	2%
- Cc1ccc(Cn2c(=O)n(CCc3ccccc3)c(=O)c3sc4ccccc4c32)cc1
→ .	1%	.	.	.	.	-53%[inhibitor]	0%	6%
- O=C(Cc1c[nH]c2ccccc12)N1CCN(S(=O)(=O)c2cccc(Cl)c2Cl)CC1
→ 2	?	-5%	2%	-0.3	-3%	-26%	-3%	10µM*
- O=[N+]([O-])c1ccc(/C=C/C2=NN(c3ccccc3)C(c3ccco3)C2)o1 (stereo not given)
→ -62*	-5%	-14%	-29%	-7.1	4%	-7%	0%	4%
- CC1CCc2cc(F)ccc2N1S(=O)(=O)c1ccc(Cl)nc1 (stereo not given)
→ 9	-10%	-5%	-11%	1.1	3%	27%	-4%	-23%
- Oc1ccc(/C=N/N2CCN(Cc3ccccc3)CC2)cc1
→ 0	-4%	4%	-7%	0.3	-13%	i	-2%	-23%
- Cc1ccc(S(=O)(=O)N(C)c2ccc(C(=O)NC3CCCCC3)cc2)cc1
→ -3	6%	1%	-8%	-3.8	-10%	-25%	-4%	-9%
- COc1ccc(Nc2ncnc3onc(C)c23)c(OC)c1
→ .	-2%	.	.	.	.	i	5%	9%

(further entries)
Results follow in this order: PI5P4Ka inh	GLP1R cytotox	EPAC1 agonist	EPAC1 antagonist	IL-2 act	PLK1 PBD inh	PTHR1 agonist	GLP1R ag	GLP1R inv ag
- CCOc1ccccc1NC(=S)NCCCn1ccnc1
→ 2	-14%	-5%	-23%	0.4	-6%	-15%	5%	9%
- COc1ccccc1N1CCN(C2CCN(S(=O)(=O)c3ccc(C)cc3)CC2)CC1
→ 1	11%	7%	-11%	-0.7	-16%	-64%[inhibitor]	4%	?
- Cc1oc2c(cc(NS(=O)(=O)c3ccc(C(C)C)cc3)c3ccccc32)c1C(=O)O
→ -23	2%&1%	-3%	-25%	-1.3	19µM*	-34%&-33%[inhibitor]	-4%	2%&-17%
- Cc1ccc(C2Nc3ccccc3-c3nc4ccccc4n32)o1 (stereo not given)
→ .	7%	8%	1%	-1.2	-1%	i	7%	7%
- COc1ccc(OC)c(C2=Nn3c(nnc3-c3cc(OC)c(OC)c(OC)c3)SC2)c1
→ .	-11%	20%	-2%	-0.9	-4%	-8%	24%	90%[activator]
- O=C1NC(Cc2c[nH]c3ccccc23)C(=O)N1CCOc1ccccc1 (stereo not given)
→ -6	-18%	1%	-7%	-0.6	-9%	-15%[57.5 µM]	9%	?
- COc1ccccc1Nc1nc(Cl)c(C=O)s1
→ 2	7%	-8%	-21%	-2.6	21%	-3%	14%	12%
- CC(C)(CNC(=O)CC1C(=O)NCCN1Cc1cccc(F)c1F)N1CCOCC1 (stereo not given)
→ -1	-13%	8%	7%	-2.2	-3%	i	4%	-12%
- COc1ccc(-c2noc(CCN3C(=O)c4ccccc4C3=O)n2)cc1OC
→ .	-11%	-4%	6%	-0.5	0%	i	5%	0%
- Cc1ccc(NC(=O)CCl)cc1S(=O)(=O)N1CCCCCC1
→ -4	?	-10%	-8%	-0.6	-16%	-22%	-1%	?

EPAC1 antagonist: entries above that show a hit.
mol	PI5P4Ka inh	EPAC1 antagonist	IL-2 act	PLK1 PBD inh	PTHR1 agonist	GLP1R ag	GLP1R inv ag
Cc1ccc(NC2C(=O)NC(=O)NC2=O)cc1	1	79µM*	1.6	-26%	?	1%	2%

Carrying on:
Results follow in this order: PI5P4Ka inh	GLP1R cytotox	EPAC1 agonist	EPAC1 antagonist	IL-2 act	PLK1 PBD inh	PTHR1 agonist	GLP1R ag	GLP1R inv ag
- CCCC(C(=O)NCCC(C)C)N(Cc1ccccc1)C(=O)c1snc(C(N)=O)c1N (stereo not given)
→ -9	-13%	6%	7%	-0.4	-2%	-94%[inhibitor]	8%	?
- C#CC(CC)(CC)NC(=O)/C=C/C(=O)O
→ 2	4%	6%	14%	0.5	-13%	-5%	0%	-2%
- COc1ccc(/C=C/C(=O)Oc2ccc(C)cc2)cc1
→ 3	-22%	-9%	1%	-0.5	-1%	i	3%	35%[activator]
- CC1CCc2cc(F)ccc2N1C(=O)c1cccs1 (stereo not given)
→ 0	-4%	13%	10%	-1.5	-5%	i	3%	?
- COc1ccc(Nc2nc3ccc(OC)cc3s2)cc1
→ -1	-7%	14%	-11%	0.1	-19%	i	8%	?

Assay outcomes deposited in PubChem BioAssay by National Center for Advancing Translational Sciences (NCATS).

A portion of the library; rates above refer to the full screens.
